GalR3 antag = blocks the human galanin receptor 3. 360,000 tested, 0.44% active. HEK293 GalR3-CNG cAMP membrane potential fluorescence; galR3 body fused to GalR1 C-terminus. inhibition, % at 3 µM. O60755;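 active = inhibition above the screen-wide average plus 3 SD, cut at about 13% in these data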;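 also: forskolin and galanin both at EC90 stimulate the cells; cAMP rise reported by CNG channel membrane potential dye signal; 0% = forskolin plus galanin with DMSO and 100% = forskolin alone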
M4 PAM = positive allosteric modulators of human muscarinic M4 receptor. 360,000 tested, 0.4% active. CHO-K1 hM4/Gqi5, Fluo-8 calcium fluorescence, ACh EC20; 0% = ACh EC20, 100% = maximal ACh. activation, % at 3 µM. P08173;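 active = activation above its plate's cutoff, the mean activation of sample wells plus 3 SD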; also: some results filed as inactive read as strong as hits
CRFR2-BP ag = CRF-BP/CRF-R2 complex agonism. HEK293 CRF-R2/CRF-BP, calcium dye fluorescence (FLIPR); percent of saturating CRF peptide response. 350,000 tested, 0.46% active. activation, % at 13.2 µM;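 active = activation of at least 50%, plus an integration ratio under a set limit after plate pattern correction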;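 also: plate controls were neutral control wells without compound for no effect and CRF at EC100 for full effect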
PHOSPHO1 block = blocks human PHOSPHO1 phosphatase activity; recombinant PHOSPHO1, absorbance phosphatase assay; AID 1565; Q8TCT1; inhibition, % at 13.3 µM; 290,000 tested, 1.1% active; in the data active = inhibition above about 60%
Target sequence (Q8TCT1 whole entry, looked up): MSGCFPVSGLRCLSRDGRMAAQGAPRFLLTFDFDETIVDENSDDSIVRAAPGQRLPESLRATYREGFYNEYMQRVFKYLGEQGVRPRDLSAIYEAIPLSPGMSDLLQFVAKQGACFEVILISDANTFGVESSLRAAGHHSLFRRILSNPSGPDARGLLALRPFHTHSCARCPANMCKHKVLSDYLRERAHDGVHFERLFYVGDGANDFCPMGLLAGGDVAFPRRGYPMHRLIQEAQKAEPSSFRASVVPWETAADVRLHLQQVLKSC
MEKK3 PB1 HTS = raises or lowers MEK5 binding to the human MEKK3 PB1 domain; Q99759; bead-based flow cytometry, Alexa488-MEK5 binding to MEKK3; actives lie on both sides; 0 = blocked by unlabeled MEK5, 100 = vehicle; binding response (% of control), % at 10 µM; 290,000 tested, 1.4% active;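 active = binding response more than 3 SD above or below the average of its plate-row segment, actives on both sides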;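 also: Alexa488 bead fluorescence after subtracting the streptavidin-only scavenger bead signal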
Target sequence (Q99759 whole entry, looked up, the tested form may be a part): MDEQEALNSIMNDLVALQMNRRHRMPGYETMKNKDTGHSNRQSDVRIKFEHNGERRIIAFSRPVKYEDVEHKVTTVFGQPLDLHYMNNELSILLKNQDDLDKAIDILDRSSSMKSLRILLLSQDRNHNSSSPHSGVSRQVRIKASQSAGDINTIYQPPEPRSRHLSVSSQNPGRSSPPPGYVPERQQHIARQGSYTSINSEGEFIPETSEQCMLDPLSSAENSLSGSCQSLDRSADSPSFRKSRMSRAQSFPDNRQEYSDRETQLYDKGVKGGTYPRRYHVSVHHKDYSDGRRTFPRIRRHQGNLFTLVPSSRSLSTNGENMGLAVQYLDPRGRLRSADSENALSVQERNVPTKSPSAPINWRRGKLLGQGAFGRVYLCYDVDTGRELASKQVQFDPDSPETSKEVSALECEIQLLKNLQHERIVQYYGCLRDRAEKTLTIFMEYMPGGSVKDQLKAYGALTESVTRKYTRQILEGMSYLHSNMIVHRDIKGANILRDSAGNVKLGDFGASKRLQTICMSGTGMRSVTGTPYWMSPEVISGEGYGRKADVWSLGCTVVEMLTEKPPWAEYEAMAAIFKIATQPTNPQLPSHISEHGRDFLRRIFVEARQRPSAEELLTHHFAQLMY
CRFR2-BP antag = blocks CRF-induced signaling of the CRF-BP/CRF-R2 complex | AID 588475 | 350,000 tested, 0.59% active | inhibition, % at 11.8 µM | HEK293 CRF-R2/CRF-BP, CRF-induced calcium fluorescence;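 active = inhibition of the ligand-induced calcium signal above about 50% at the single tested concentration, limit read from the data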
IDE inh = inhibits human insulin-degrading enzyme in HEK cells; AID 434962; inhibition, % at 5.59 µM; FAbetaB cleavage, fluorescence polarization; 320,000 tested, 0.41% active; P14735;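 active = percent inhibition above the average of all tested compounds plus 3 SD, set per screening campaign, cut at about 16% in these data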;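 also: IDE supplied by intact live HEK cells; FP after avidin binding of uncleaved biotin substrate so inhibition keeps polarization high; 0% = DMSO wells and 100% = 60 µM reference IDE inhibitor Ii1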
IDE act = IDE (human) activation, cell-based; AID 493087; activation, % at 5.96 µM; HEK cells, FAbeta-B cleavage, fluorescence polarization; 0% vehicle, 100% cell-free pure enzyme wells; 340,000 tested, 0.073% active; P14735;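 active = activation above the mean of all tested compounds plus 3 SD, set per screening campaign, cut at about 17% in these data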
p-CIP stab down = lowers stability of the mouse p/CIP coactivator protein; AID 1984; decrease of EGFP signal, % at 10 µM; 290,000 tested, 0.01% active; Q05BA5; F442A p/CIP-EGFP cells, EGFP fluorescence, 16 h;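 active = EGFP signal decrease of at least 30% at 10 µM or well 3 SD below plate mean, unless failing retest; inactive = the rest, including hits failing retest or dose response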; also: some compounds called inactive have numbers as strong as hits; many of its hits are not listed in these tables
* = called active by the depositor; / = not tested or not shown.

SMILES	GalR3 antag	M4 PAM	CRFR2-BP ag	PHOSPHO1 block	MEKK3 PB1 HTS	CRFR2-BP antag	IDE inh	IDE act	p-CIP stab down
CCCCOn1c(C)c(C(C)=O)c2c3no[n+]([O-])c3ccc21	-4	-1	-1.3	56	102	5	5	0	0
CC1CN(C2=Nc3cccc4cccc2c34)CC(C)O1 (stereo unspecified)	-7	13	7.4	11	88	-3	2	6	-12
COc1ccc(CCNC(=O)c2cc(-c3ccc(C)cc3O)n[nH]2)cc1OC	-5	6	-1.4	-16	96	-4	4	-3	-1
CN(C(=O)COC(=O)c1ccc(=O)n(Cc2ccccc2)n1)C1CCCCC1	-4	-3	-1.6	/	/	8	-4	7	/
O=C(C1=COCCO1)N1CCN(C(c2ccccc2)c2ccccc2)CC1	0	-2	-1.3	-4	101	1	9	3	-9
C/C(=N\Nc1nc2c(s1)CCCC2)c1ccc(Cl)cc1	-4	13	-3.5	-83	106	-4	5	3	-9
O=C(OCC(=O)N1CCN(C(=O)c2ccco2)CC1)c1ccc(S(=O)(=O)N2CCCCC2)cc1	3	6	1.5	1	107	-16	5	1	-1
C=CCN1C(=O)C(CC(=O)NCC)SC1=Nc1ccccc1CC (stereo unspecified)	-4	2	-2.1	30	106	5	0	1	-1
O=C(CN1C(=O)S/C(=C\C=C\c2ccccc2)C1=O)Nc1ccccc1C(=O)O	-4	7	-0.8	-5	105	29	0	7	11
C/C(=N\OCc1ccc(C#N)cc1)c1cc2ccccc2o1	-6	-12	-0.5	34	99	5	-3	0	-1
Cc1ccc(SCc2ccc(C(=O)Nc3cccnc3)cc2)cc1	-4	2	-2.1	-10	95	14	3	1	0
COc1cc2cc(CN(CCCN3CCOCC3)Cc3nnnn3Cc3ccccc3)c(=O)[nH]c2cc1OC	0	-5	2.8	43	88	3	0	-3	-2
COc1ccc(-c2cc(C(=O)Nc3cccnc3)no2)cc1OC	-8	8	-1.1	28	103	1	-2	3	-2
CCCCN(C(=O)c1ccc2c(c1)OCCO2)c1c(N)n(CCCC)c(=O)[nH]c1=O	-4	4	0.2	/	/	10	3	-6	/
Cc1ccc(S(=O)(=O)NNC(=O)Nc2cccc3ccccc23)cc1	11	5	1.7	-19	104	-25	0	1	-17
Cc1cc(NC(=O)CSc2nnc(C3CC3)n2N)c([N+](=O)[O-])cc1C	-9	-1	-0.7	20	99	6	2	10	2
Nc1nnc(CSCc2ccc(Cl)cc2Cl)s1	-4	-8	-0.3	-2	130*	-13	-1	0	-6
CC(=O)Nc1ccc(N2C(=O)CSC2c2cccc([N+](=O)[O-])c2)cc1 (stereo unspecified)	-2	-6	-0.8	-95	104	20	0	1	-4
Cc1c(C(=O)Nc2cnccn2)oc2ccccc12	/	8	-1.5	0	96	-1	4	-6	4
COc1ccc(-n2c(Cc3cc(=O)[nH]c(=O)[nH]3)nnc2SCc2ccccc2)cc1	/	-5	-1.6	-15	104	1	1	3	-4
CC(=O)c1sc(NC(=O)c2ccc(C)c(C)c2)nc1C	-5	2	-0.6	20	79	-17	0	3	-1
Cc1cc(NC(=O)CCCC(=O)N(c2ccccc2)C(C(=O)NC2CCCCC2)c2cccs2)no1 (stereo unspecified)	-5	4	-2.2	6	62	16	7	-1	-14
Cc1ccc(S(=O)(=O)NCCC(=O)N(C)Cc2cccs2)cc1	-1	3	-0.3	/	/	11	0	0	/
C[C@@H](C(=O)N1CCN(c2ccccc2)CC1)N1C(=O)C2CC=CCC2C1=O (stereo partly specified)	-8	1	-0.6	/	/	3	-1	3	/
CSc1nc(N(C)NC(=O)c2ccc(Cl)cc2)c2ccccc2n1	-2	3	-1.2	14	107	3	5	2	-3
CCC(=O)c1ccc(OCC(=O)N2CCN(C(=O)c3ccccc3)CC2)cc1	-5	6	-0.2	/	/	4	0	2	/
CCC(c1nnnn1Cc1ccco1)N(CCc1ccccc1)Cc1cc2cc(C)ccc2[nH]c1=O (stereo unspecified)	-3	1	1.6	43	103	4	-6	3	2
COc1cccc(NC(=O)Cc2c(O)c3ccccc3[nH]c2=O)c1	-2	-2	-0.7	-18	91	2	2	6	0
Cc1cccc(C(=O)Nc2ccc(C(=O)/C=C/c3cccs3)cc2)c1	-4	-1	-0.8	1	97	-6	11	-11	-5
O=C(NCC(=O)N1CCCCC1)c1ccc(Br)o1	-1	-2	-1.4	-31	97	-1	2	2	-6
CCOc1ccc(S(=O)(=O)N2CCN(C(=O)C3CCC3)CC2)cc1	3	-3	-1.7	/	/	19	-4	3	/
O=C(NC(=S)Nc1ccc(Oc2ccccc2)cc1)c1ccc(Cl)cc1	-2	6	1.3	16	99	-33	-1	7	-9
Cc1ccc2c(c1)N(C(=O)CCC(=O)NCc1cccc(Br)c1)CC(C)O2 (stereo unspecified)	/	-1	-1.0	-4	99	-6	2	4	-11
Cc1ccc(-n2c(SCC(=O)NCc3ccco3)nc3sc(C)c(C)c3c2=O)cc1	-3	-2	1.6	-17	104	0	-4	5	-13
O=C(Nc1ccc(F)cc1)C1CCN(C(=O)NCc2ccccc2)CC1	-6	-4	-0.9	2	100	7	2	6	-11
Cc1ccc(OCCC(=O)N(CC(=O)Nc2ccccc2C(F)(F)F)Cc2ccco2)cc1	-4	-7	-1.9	/	/	6	-2	3	/

Arranged by heavy-atom count (descending): 3 of the compounds above
SMILES	GalR3 antag	M4 PAM	CRFR2-BP ag	PHOSPHO1 block	MEKK3 PB1 HTS	CRFR2-BP antag	IDE inh	IDE act	p-CIP stab down
O=C(Nc1ccc(F)cc1)C1CCN(C(=O)NCc2ccccc2)CC1	-6	-4	-0.9	2	100	7	2	6	-11
COc1ccc(-c2cc(C(=O)Nc3cccnc3)no2)cc1OC	-8	8	-1.1	28	103	1	-2	3	-2
CC(=O)c1sc(NC(=O)c2ccc(C)c(C)c2)nc1C	-5	2	-0.6	20	79	-17	0	3	-1

The main list resumes, starting 2 compounds before the break.
SMILES	GalR3 antag	M4 PAM	CRFR2-BP ag	PHOSPHO1 block	MEKK3 PB1 HTS	CRFR2-BP antag	IDE inh	IDE act	p-CIP stab down
O=C(Nc1ccc(F)cc1)C1CCN(C(=O)NCc2ccccc2)CC1	-6	-4	-0.9	2	100	7	2	6	-11
Cc1ccc(OCCC(=O)N(CC(=O)Nc2ccccc2C(F)(F)F)Cc2ccco2)cc1	-4	-7	-1.9	/	/	6	-2	3	/
O=C(COC(=O)c1cccs1)Nc1cccc(Cl)c1	-6	-11	2.1	/	/	-6	6	2	/
Cc1cc(C)c(S(C)(=O)=O)c(S(=O)(=O)c2ccc(Cl)cc2)n1	-4	2	4.5	4	101	-21	7	1	0
Cc1cc(=O)oc2c3c(cc(OCC(=O)NC(C)C)c12)OC(C)(C)CC3	-12	-2	-7.2	16	103	27	/	5	-10
O=C(c1ccc2ccccc2n1)N1CCN(Cc2c(F)cccc2Cl)CC1	-2	-4	-1.0	45	100	1	-1	3	7
CSc1nnc2c(n1)c(C)nn2-c1ccc(C)cc1	0	0	0.8	7	94	-6	6	2	19
O=C(Oc1cccc(F)c1)c1ccc2c(=O)n3c(nc2c1)CCC3	0	0	1.3	/	/	-10	5	-4	/
Cc1cnc(CN(C)C(=O)C2CCC(=O)N(CCc3ccc(Cl)cc3)C2)[nH]1 (stereo unspecified)	-3	-1	-1.6	/	/	-4	/	/	/
CC/C(=N\NC(=O)C1CC1)c1cccc(Cl)c1	-5	3	-0.5	40	118	-2	2	0	-12
COc1ccc(-c2csc(NC(=O)COC(=O)Cc3ccc(Cl)cc3Cl)n2)cc1	/	/	/	-10	101	/	0	/	-3
COC(=O)c1ccccc1NC(=S)N1CCC(N2CCCCC2)CC1	5	-2	-1.4	-14	96	0	-3	5	-4
CSc1nc(=S)cc(C)[nH]1	-4	5	1.0	27	80	1	-4	-8	-4
COc1cccc(Nc2c([N+](=O)[O-])cncc2[N+](=O)[O-])c1	-12	5	2.8	3	92	0	-1	3	-7
CC(OC(=O)c1ccc(F)c(S(=O)(=O)N2CCOCC2)c1)C(=O)NC1CCCC1 (stereo unspecified)	-3	4	1.0	/	/	4	/	-1	/
COc1ccc(-c2nc(C#N)c(NCCc3ccccc3)o2)cc1	1	-7	-1.8	-1	107	4	8	-1	-18
Cc1cccc(/C=N/NC(=O)c2cccc(NC(=O)c3ccccc3)c2)n1	-10	-11	-0.1	46	102	3	1	2	-4
COc1ccc(CN2C(=O)CS(=O)CC2=O)cc1OC	-5	26	-2.8	0	96	4	0	-5	1
COc1ccc(/C=N/NC(=O)NC23CC4CC(CC(C4)C2)C3)c(OC)c1	-9	-3	0.5	24	102	-12	-2	4	10
COc1ccc(CC(NC(C)=O)C(=O)NC2CCN(S(=O)(=O)c3ccccc3)CC2)c(OC)c1 (stereo unspecified)	-7	3	-0.6	39	100	3	1	3	-7
C[C@H]1CN(S(=O)C(C)(C)C)[C@@H](CCO)/C1=C\c1ccccc1 (stereo partly specified)	-5	3	1.7	/	/	9	/	1	/
O=C(c1ccc([N+](=O)[O-])cc1[N+](=O)[O-])N1CCN(C(=O)C2CCCO2)CC1 (stereo unspecified)	0	-3	-0.3	/	/	3	-2	3	/
CCCCCCN1C[C@H](n2cc(C3CC3)nn2)[C@@H](O)C[C@@H]1c1ccc(OC)cc1	-5	1	-0.4	/	/	-3	/	/	/
COC(=O)C1=C(C(=O)OC)[C@@H]2N(Cc3ccccc3)c3ccccc3[C@@]23C[C@@H](C(=O)OC)N=C3N1	-4	11	0.0	26	124	-5	0	5	-13
Cc1n[nH]c(=O)c2c(NC(=O)CSc3nnc(C4CC4)n3C)oc(C)c12	-2	7	1.3	/	/	6	2	3	/
Cc1ccc(C(=O)N2CCN=C2SCc2ccc([N+](=O)[O-])cc2)cc1	-6	-11	0.8	-21	99	22	0	6	-8
C[C@@H]1CN([C@H](C)CO)C(=O)CCCn2nncc2CO[C@@H]1CN(C)S(C)(=O)=O	-2	1	2.1	/	/	-21	/	/	/
Cc1cc(Cl)c(OCCn2ccnc2)c(Br)c1	-10	2	0.2	30	93	8	3	0	9
Cc1ccc(S(=O)(=O)N2CCOCC2)cc1NC(=O)CNC(C)c1ccccc1 (stereo unspecified)	-6	-1	-2.4	/	/	-12	-1	2	/

One compound at a time, from the list above.
COc1ccc(CN2C(=O)CS(=O)CC2=O)cc1OC in the list: GalR3 antag: -5; M4 PAM: 26; CRFR2-BP ag: -2.8; PHOSPHO1 block: 0; MEKK3 PB1 HTS: 96; CRFR2-BP antag: 4; IDE inh: 0; IDE act: -5; p-CIP stab down: 1
COc1ccc(CC(NC(C)=O)C(=O)NC2CCN(S(=O)(=O)c3ccccc3)CC2)c(OC)c1 (stereo unspecified) in the list: GalR3 antag: -7; M4 PAM: 3; CRFR2-BP ag: -0.6; PHOSPHO1 block: 39; MEKK3 PB1 HTS: 100; CRFR2-BP antag: 3; IDE inh: 1; IDE act: 3; p-CIP stab down: -7
COC(=O)c1ccccc1NC(=S)N1CCC(N2CCCCC2)CC1 in the list: GalR3 antag: 5; M4 PAM: -2; CRFR2-BP ag: -1.4; PHOSPHO1 block: -14; MEKK3 PB1 HTS: 96; CRFR2-BP antag: 0; IDE inh: -3; IDE act: 5; p-CIP stab down: -4
